Assay outcomes (PubChem BioAssay)
HTRA1 inh = HTRA1 (human) protease inhibition; Q92743; recombinant HTRA1, FP-rhodamine activity-based probe, fluorescence polarization; inhibition, % at 5.96 µM; 340,000 compounds, 0.5% hits; in the data active = inhibition above about 36%;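 note: 0% = enzyme with DMSO and 100% = wells lacking enzyme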
ABHD4 inh = ABHD4 (mouse) inhibition, primary FP screen | purified mABHD4, FP-Rh probe fluorescence polarization | inhibition, % at 8.92 µM | 370,000 compounds, 0.54% hits | AID 720543;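 active = inhibition exceeding the mean over every tested compound plus 3 SD, cut at about 30% in these data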;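 note: 0% = plate median of compound wells and 100% = S159A mutant with DMSO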
Target sequence (Q8VD66 whole entry, looked up): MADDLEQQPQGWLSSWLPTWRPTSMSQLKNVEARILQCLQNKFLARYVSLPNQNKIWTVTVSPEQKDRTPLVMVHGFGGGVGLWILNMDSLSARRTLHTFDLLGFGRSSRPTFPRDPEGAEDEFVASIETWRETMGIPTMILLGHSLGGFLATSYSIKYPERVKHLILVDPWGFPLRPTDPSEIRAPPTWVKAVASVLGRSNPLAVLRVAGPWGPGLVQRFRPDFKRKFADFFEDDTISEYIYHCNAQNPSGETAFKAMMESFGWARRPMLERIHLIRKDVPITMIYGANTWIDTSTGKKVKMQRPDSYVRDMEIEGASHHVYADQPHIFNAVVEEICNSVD
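Assay system: mABHD4 protein; medium: HEPES pH 7.0, NaCl, Pluronic buffer; dosing: 8.92 µM, single dose; schedule: 45 min + 60 min at 25 °C; signal: FP readout, ex 525 nm / em 598 nm; read-out: normalized percent inhibition of probe labeling; repeats: single replicate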
LEDGF integ inh = blocks HIV-1 LEDGF/p75-dependent DNA integration. TR-FRET IN-LEDGF/p75 DNA integration, Eu/Cy5. inhibition, % at 3.7 µM. 370,000 compounds, 0.64% hits;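 active = inhibition above the screen-wide mean plus 3 SD, cut at about 13% in these data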;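 note: signal is the Cy5 over europium emission ratio at 671 and 618 nm; 0% = plate median of compound wells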
PRMT1 FP inh = PRMT1 (human) inhibition, primary screen | Q99873 | inhibition, % at 2.79 µM | 370,000 compounds, 1.3% hits | AID 652257 | recombinant PRMT1, activity-based probe fluorescence polarization;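 active = inhibition above about 21% made by adding two undisclosed values, limit read from the data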
TCR-CD3 inh = human TCR-CD3 binding inhibition. TAMRA-labeled TCR probe fluorescence, biochemical. inhibition, % at 9.4 µM. 360,000 compounds, 0.37% hits; in the data active = inhibition above about 19%;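 note: recombinant mutant TCR 2C K166C tagged with TAMRA read by polarization; 0% = receptor in buffer alone and 100% = receptor with positive control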
MBD2 DNA inh = blocks human MBD2 binding to methylated DNA. inhibition, % at 4.4 µM. 370,000 compounds, 0.31% hits. Q9UBB5. TR-FRET, MBD2 binding to methylated oligonucleotide; in the data active = inhibition above about 13%
Rev-erbA mod = modulators of human Rev-erb alpha DNA binding | Rev-erbα–FITC-DNA binding, fluorescence polarization, 90 min | 370,000 compounds, 0.79% hits | activity, % at 10 µM;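 active = activity above about 14%, limit read from the data; passing the limit was not always enough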;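 note: 0% = DMSO wells with 35 nM protein and 100% = DMSO wells with 750 nM protein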
Target sequence (P20393 whole entry, looked up): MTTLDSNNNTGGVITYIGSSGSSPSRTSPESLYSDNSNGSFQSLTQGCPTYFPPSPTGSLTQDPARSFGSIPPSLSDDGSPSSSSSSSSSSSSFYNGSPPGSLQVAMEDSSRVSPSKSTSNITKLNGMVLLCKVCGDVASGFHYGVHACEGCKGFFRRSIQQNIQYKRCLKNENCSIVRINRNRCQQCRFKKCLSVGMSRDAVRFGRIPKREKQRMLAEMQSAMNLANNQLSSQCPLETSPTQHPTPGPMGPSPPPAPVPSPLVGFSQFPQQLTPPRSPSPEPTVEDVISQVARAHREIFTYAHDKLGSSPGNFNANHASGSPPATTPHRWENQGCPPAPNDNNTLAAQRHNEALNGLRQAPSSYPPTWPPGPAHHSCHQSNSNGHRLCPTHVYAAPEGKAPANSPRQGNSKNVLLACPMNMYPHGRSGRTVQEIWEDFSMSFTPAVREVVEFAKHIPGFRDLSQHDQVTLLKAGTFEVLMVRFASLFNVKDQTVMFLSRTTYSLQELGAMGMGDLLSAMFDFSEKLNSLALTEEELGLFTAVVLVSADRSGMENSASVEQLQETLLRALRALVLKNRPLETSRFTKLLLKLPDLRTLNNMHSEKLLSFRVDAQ
UHRF1 MBD2 ctr = UHRF1 methyl-DNA binding inhibition. UHRF1 binding to methylated oligo, TR-FRET. inhibition, % at 4.4 µM. Q96T88. 370,000 compounds, 0.75% hits; in the data active = inhibition above about 21%;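 note: UHRF1 SRA domain binding a hemimethylated CpG hairpin DNA probe; 0% = median of test compound wells and 100% = reference inhibitor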
rCAG RNA binder = r(CAG) repeat RNA binding | TO-PRO-1 dye displacement fluorescence | inhibition, % at 3 µM | 370,000 compounds, 1.3% hits;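 active = inhibition above the plate cutoff, the mean of all test compounds on that plate plus 3 SD, cut at about 35% in these data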;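 note: 0% = DMSO alone and 100% = 100 µM mitoxantrone as full dye displacement; higher means more dye released from RNA so lower well fluorescence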
PG9 Ab binder = PG9 antibody binding by small molecule; TR-FRET gp120-PG9 antibody binding; inhibition, % at 6.7 µM; AID 624416; 360,000 compounds, 0.43% hits; in the data active = inhibition above about 8.5%
An asterisk follows results filed as active; . = not tested or not shown. The list is partial; the hit share may differ from the screen's.

SMILES	HTRA1 inh	ABHD4 inh	LEDGF integ inh	PRMT1 FP inh	TCR-CD3 inh	MBD2 DNA inh	Rev-erbA mod	UHRF1 MBD2 ctr	rCAG RNA binder	PG9 Ab binder
CN(C)c1nc2c(c(=O)n(C)c(=O)n2C)n1CC(=O)c1cccs1	6	3	1	-6	5	1	0	-1	-1	0.0
CCOC(=O)c1cc2c(ccn2C)n1Cc1cc(C)ccc1C	2	-1	0	0	4	4	11	-2	1	-3.5
N#CC1(NC(=O)Cn2cc(C(F)(F)F)cc(Cl)c2=O)CCCCC1	-3	2	0	-3	-1	3	0	-2	-5	-1.3
CCCn1c(=O)c2ccccc2n2c(SCC(=O)c3cc(C)n(CCOC)c3C)nnc12	9	12	1	0	7	-2	3	1	0	-0.1
COC(=O)[C@]12C[C@H](CC(=O)N3CCN(C(=O)c4ccco4)CC3)C(=O)N(Cc3ccc(Cl)cc3Cl)C1=C[C@H](C(C)(C)C)O[C@@H]2C	.	-22	0	5	.	-2	4	-3	10	.
CC(C)n1ncc(C(N)=O)c1N	-6	-9	1	-1	-1	-2	-1	6	2	-2.7
N/C(=N\S(=O)(=O)c1cccs1)c1ccccc1Cl	-3	-8	0	0	0	8	-2	6	1	-0.1
N#Cc1c(N)nc2c(c1-c1cccs1)CCCC2	-5	4	2	-2	0	-3	2	-2	0	-1.1
c1ccc(OCc2nc(-c3ccncc3)no2)cc1	-5	2	5	-7	2	-2	-2	0	-2	1.1
CCOC(=O)c1nc(-c2ccccc2)sc1C(C)=O	-1	-2	2	3	-5	2	-4	-1	-4	3.5
Cc1ccc(C(=O)Nc2ccc(NC(=O)c3ccc(C)o3)cc2)o1	-4	5	-2	-1	2	1	1	1	2	-1.3
CC1(C(=O)NS(=O)(=O)c2cccc(OC(F)F)c2)CCN1C(=O)c1ccco1 (stereo unspecified)	.	1	2	-3	-3	-4	-2	-1	3	0.6
Cn1ccnc1SCC(=O)NC1CC1	0	-1	2	0	2	4	2	-1	-2	-1.6
Cc1cccc(N2CCN(S(=O)(=O)c3ccc(-c4cc(C)no4)s3)CC2C)c1 (stereo unspecified)	-2	-2	1	-3	-2	-1	-1	-2	3	-1.7
O=C(Nc1ccc(Oc2ccc(S(=O)(=O)N3CCOCC3)cn2)cc1)c1ccco1	7	-4	-3	-2	2	-4	1	-4	3	-0.3
Oc1ccc(-n2cnnn2)cc1	9	6	-2	0	2	1	-3	-3	2	-0.8
CC(=O)NCCC1CCN(C(=O)c2cc(COc3ccc(C)nc3)on2)CC1	3	-2	0	-1	3	0	0	0	-2	-1.3
Cc1c2cnn(CC(=O)N3CCOCC3)c(=O)c2c(C)n1Cc1ccc(F)cc1	.	1	-3	5	-13	2	5	4	-1	1.5
COc1ccc(OCC(=O)Nc2ccc(N3CCOCC3)cc2)c([N+](=O)[O-])c1	13	1	4	-1	-6	1	-2	2	0	-1.4
Nc1cc2c(cc1[N+](=O)[O-])OCO2	17	10	-1	0	18	-19	-11	-22	8	-4.5
COc1cc(OC)cc(C(=O)N[C@H](C(=O)NC23CC4CC(CC(C4)C2)C3)C(C)C)c1	-13	6	0	-1	2	-1	2	0	-4	-1.5
Cc1ccc(S(=O)(=O)N(C)c2ccccc2C(=O)N2CCOCC2)cc1	5	3	0	0	4	2	2	1	-7	-0.8
CCN(CC(=O)NC1CCS(=O)(=O)C1)C(=O)C(c1ccccc1)c1ccccc1 (stereo unspecified)	0	-12	0	4	8	7	-4	4	0	1.3
O=C(NCc1ccco1)c1cc2ccccc2c(=O)o1	-2	3	1	2	5	-1	-2	1	3	-1.3
COc1cc(C(=O)Nc2cccc(C)c2C)ccc1OCC(=O)N1CCOCC1	-1	-1	1	-2	3	-4	-1	-3	2	-0.6
CCCCN(CCCC)CCNC(=O)c1cn(CC)c2ccc(S(=O)(=O)N3CCc4ccccc4C3)cc2c1=O	-9	3	-3	4	-6	-5	-3	0	0	0.9
COc1ccc(-c2cnc3nc[nH]c(=O)c3n2)cc1	0	2	-1	-3	3	2	-4	10	3	-0.4
COCCOC(=O)C(CC(=O)O)NCc1ccco1 (stereo unspecified)	5	1	-2	-5	1	-2	-2	-1	-3	-1.5
O=C(COC(=O)c1ccc(S(=O)(=O)N2CCCC2)cc1)NCc1ccc(Cl)cc1	0	1	1	-1	9	0	0	-2	-4	0.8
N#CC(c1ccc(=O)[nH]n1)c1ccc(Cl)cc1Cl (stereo unspecified)	0	-2	1	0	7	0	2	0	-1	-1.5
Cc1ccc(-c2nnc(OCC3CCCO3)c3ccccc23)cc1 (stereo unspecified)	-6	1	-1	-4	2	-4	1	-1	-6	-1.1
Cc1cc2n(n1)C(c1ccc(N(C)C)cc1)Nc1ccccc1-2 (stereo unspecified)	-9	5	1	2	-1	-1	2	3	9	1.5
Cc1ccc(C(=O)NNC(=O)c2cccc(C)c2)cc1	-2	4	-2	0	0	0	3	-1	0	-0.9
COc1ccc(Cn2c(=O)[nH]c3cc(C(=O)N4CCN(c5ccccc5F)CC4)ccc3c2=O)cc1	-8	-6	0	-7	-3	-1	-4	0	3	-3.1
O=C(Nc1ccncc1)c1cc(-c2ccccc2)nc2ccccc12	-5	2	-4	-3	2	1	4	0	1	1.4
CC(/C=N/N1CCN(c2ccccn2)CC1)=C\c1ccccc1	-3	-5	-1	0	2	-2	-3	-2	-6	-1.5

12 entries already listed, ordered by molar mass, largest number first.
SMILES	HTRA1 inh	ABHD4 inh	LEDGF integ inh	PRMT1 FP inh	TCR-CD3 inh	MBD2 DNA inh	Rev-erbA mod	UHRF1 MBD2 ctr	rCAG RNA binder	PG9 Ab binder
COc1ccc(Cn2c(=O)[nH]c3cc(C(=O)N4CCN(c5ccccc5F)CC4)ccc3c2=O)cc1	-8	-6	0	-7	-3	-1	-4	0	3	-3.1
O=C(COC(=O)c1ccc(S(=O)(=O)N2CCCC2)cc1)NCc1ccc(Cl)cc1	0	1	1	-1	9	0	0	-2	-4	0.8
CCN(CC(=O)NC1CCS(=O)(=O)C1)C(=O)C(c1ccccc1)c1ccccc1 (stereo unspecified)	0	-12	0	4	8	7	-4	4	0	1.3
COc1cc(C(=O)Nc2cccc(C)c2C)ccc1OCC(=O)N1CCOCC1	-1	-1	1	-2	3	-4	-1	-3	2	-0.6
Cc1ccc(S(=O)(=O)N(C)c2ccccc2C(=O)N2CCOCC2)cc1	5	3	0	0	4	2	2	1	-7	-0.8
O=C(Nc1ccncc1)c1cc(-c2ccccc2)nc2ccccc12	-5	2	-4	-3	2	1	4	0	1	1.4
CC(/C=N/N1CCN(c2ccccn2)CC1)=C\c1ccccc1	-3	-5	-1	0	2	-2	-3	-2	-6	-1.5
Cc1cc2n(n1)C(c1ccc(N(C)C)cc1)Nc1ccccc1-2 (stereo unspecified)	-9	5	1	2	-1	-1	2	3	9	1.5
COCCOC(=O)C(CC(=O)O)NCc1ccco1 (stereo unspecified)	5	1	-2	-5	1	-2	-2	-1	-3	-1.5
O=C(NCc1ccco1)c1cc2ccccc2c(=O)o1	-2	3	1	2	5	-1	-2	1	3	-1.3
Cc1ccc(C(=O)NNC(=O)c2cccc(C)c2)cc1	-2	4	-2	0	0	0	3	-1	0	-0.9
COc1ccc(-c2cnc3nc[nH]c(=O)c3n2)cc1	0	2	-1	-3	3	2	-4	10	3	-0.4

Additional entries
SMILES	HTRA1 inh	ABHD4 inh	LEDGF integ inh	PRMT1 FP inh	TCR-CD3 inh	MBD2 DNA inh	Rev-erbA mod	UHRF1 MBD2 ctr	rCAG RNA binder	PG9 Ab binder
Cc1sc2nc(CSC(C)C(=O)Nc3ccc(C(N)=O)cc3)[nH]c(=O)c2c1C (stereo unspecified)	6	-10	4	2	-4	-3	-2	-2	5	-0.6
CCOC(=O)c1cc(C(C)C)sc1NC(=O)COC(=O)CCS(=O)(=O)c1ccccc1	-37	2	2	0	-8	4	2	1	3	-1.0
O=C1CCC2(CCC(c3ccccc3)CC2)N1CC[C@@H](O)c1ccccc1 (stereo partly specified)	.	1	0	-1	.	-6	-7	-2	.	.
CCN1C(=O)[C@H]2[C@@H](c3ccc(-c4ccc(OC)cc4)c(OC)c3)N[C@@](Cc3ccccc3)(C(=O)OC)[C@H]2C1=O	-11	0	0	-1	5	-2	-6	5	3	1.6
CCc1ccccc1NC(=S)NCc1ccc2c(c1)OCO2	-2	-4	2	-2	3	1	-1	2	6	-2.5
O=C(CN1CCOCC1)N/N=C/c1ccco1	1	2	1	-3	8	0	-3	-2	1	-2.7
CCN1/C(=C/c2ccc3cc(C)ccc3[n+]2CC)Sc2cc(C)ccc21	-18	-61	-1	-6	-8	-6	29*	3	-12	-6.1
N#Cc1c(N2CCCC(O)C2)nc(N)c2c(N)nc3c(c12)CC(=O)N3C12CC3CC(CC(C3)C1)C2 (stereo unspecified)	33	16	2	10	-5	-2	-4	-8	28	-2.4
C=CCC[C@@H](Cc1ccc(F)cc1)C(=O)O[C@H](CNC(=O)[C@@H](CC=C)CC(=O)N[C@H](CO)Cc1ccccc1)c1ccccc1	-7	5	0	0	0	1	0	3	0	-0.3
Cc1c(C(=O)NCCc2ccccc2)oc2ccc(S(=O)(=O)N3CCOCC3)cc12	-8	-1	0	1	3	1	-3	1	0	-1.4
COc1cc(C=Nn2c(-c3cc(C)[nH]n3)n[nH]c2=S)cc(Br)c1O	.	6	-2	2	.	-5	2	-3	3	.
COC(=O)c1cnn(-c2ccccc2)c1/C=N/NC(=S)Nc1ccc(Cl)cc1	.	-4	2	-3	3	-2	-2	-3	3	-2.3
COC(=O)c1ccc(Nc2c([N+](=O)[O-])c(=O)oc3ccccc23)cc1	3	-6	2	-1	-2	-4	7	-1	25	-0.5
Cc1ccc(S(=O)(=O)N2CCCNCC2)cc1	4	5	0	1	-5	0	3	-2	-1	0.8
Cc1ccc(C)c(C(=O)CCC(=O)NNC(=O)c2cccs2)c1	2	2	-1	0	5	-1	6	-3	3	-0.3
CC(Sc1nnc(CC(=O)Nc2ccccc2F)n1C)C(=O)Nc1nccs1 (stereo unspecified)	9	8	0	0	-2	3	3	0	0	1.3
CCCCNc1ncnc2c1nnn2Cc1ccccc1Cl	1	4	2	-5	3	1	-5	2	-6	-1.0
O=C(CSc1cc(Cl)ccc1Cl)NCC(=O)Nc1ccc(F)c(F)c1F	-13	-7	-3	-2	4	1	3	0	-1	-0.4
Cc1ccccc1N1CCN(C(=O)CN2C(=O)c3ccccc3C2=O)CC1	-5	5	1	0	0	-2	-2	-2	-3	-0.4
Cc1csc(N2CCN(c3cc4nc(-c5ccncc5)[nH]c4cc3Cl)CC2)n1	4	-6	0	-3	1	-8	-2	-3	4	-0.3
